Screening results as filed in PubChem BioAssay.
TIM10 inh: growth inhibitors of isogenic TIM10 control yeast, primary screen, counter-screen for tim10-1 yeast inhibitor project, luminescence, uHTS; S. cerevisiae TIM10 strain growth, BacTiter-Glo luminescence, 24 h; inhibition, % at 10 µM; 1.4% of 330,000 active; AID 463195, 2010;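 active = inhibition of 40% or more at the single tested concentration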;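 note: wild-type TIM10 isogenic control strain grown at permissive 25 °C; 0% = DMSO yeast wells and 100% = minimal medium wells without yeast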
MPTP inh: mitochondrial permeability transition pore inhibitors, primary screen, biochemical, isolated mouse mitochondria, absorbance; Ca2+ swelling absorbance, 30 min; inhibition, % at 10 µM; 1.4% of 360,000 active; AID 602449, 2012;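 active = inhibition of 50% or more, scaled per plate between neutral and stimulator controls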;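 note: 0% = DMSO wells given calcium and 100% = 1 mM EGTA wells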
APJ antagonist: antagonists of human apelin receptor APJ, primary screen, CHO-K1 cells, beta-arrestin complementation, luminescence | 0.32% of 330,000 active | inhibition, % at 20 µM | P35414;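 active = inhibition above about 40% at 20 µM, limit read from the data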;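 note: cells challenged with 10 nM apelin-13 agonist together with compound; plate controls were apelin-13 plus DMSO wells for no effect and DMSO wells lacking apelin-13 for full effect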
Target sequence (P35414 whole entry, looked up): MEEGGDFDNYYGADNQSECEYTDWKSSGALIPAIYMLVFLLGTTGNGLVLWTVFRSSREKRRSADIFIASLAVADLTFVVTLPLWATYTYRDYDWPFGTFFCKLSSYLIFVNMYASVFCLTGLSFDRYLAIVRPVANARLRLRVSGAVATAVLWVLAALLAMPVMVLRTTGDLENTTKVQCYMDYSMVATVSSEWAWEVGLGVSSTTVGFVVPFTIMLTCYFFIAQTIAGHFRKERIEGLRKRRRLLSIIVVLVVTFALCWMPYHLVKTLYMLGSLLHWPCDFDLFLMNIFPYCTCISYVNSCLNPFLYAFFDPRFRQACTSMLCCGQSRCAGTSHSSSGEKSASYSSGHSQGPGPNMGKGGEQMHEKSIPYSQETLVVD
tim23-1 inh: growth inhibitors of tim23-1 mutant yeast, primary screen, luminescence, uHTS | 1.3% of 330,000 active | inhibition, % at 20 µM | AID 463212, 2010 | S. cerevisiae tim23-1 growth, BacTiter-Glo luminescence, 24 h;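 active = growth inhibition of the mutant yeast at or above 50%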;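 note: temperature-sensitive mutant grown at 25 °C; plate controls were DMSO-treated mutant yeast for no effect and medium wells lacking yeast for full effect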
NLRP3 yeast inh: NALP3 inflammasome inhibitors in reconstituted yeast, primary screen, luminescence, uHTS; Yeast reconstituted NLRP3/ASC/caspase-1, beta-gal luminescence, 24 h; inhibition, % at 10 µM; 0.39% of 330,000 active;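 active = inhibition of 50% or more; inactive = inhibition below 50%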;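 note: plate controls were induced DMSO wells for no effect and uninduced yeast grown without galactose for full effect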
GRIN3A LBD mod: binders of NR3A ligand-binding domain, primary screen, biophysical, differential scanning fluorimetry, uHTS. Tm shift relative to glycine control, % at 25 µM. NR3A LBD differential scanning fluorimetry, Tm shift; 0% = protein alone, 100% = glycine-bound protein. Glutamate receptor ionotropic, NMDA 3A (GRIN3A) ligand-binding domain. 2.5% of 340,000 active. AID 1259313, 2017;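 active = melting temperature shift of at least 10% of the positive control shift, at one fixed dose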
beta cell repl: inducers of MIN6 beta-cell proliferation, primary screen, ATP luminescence, uHTS | MIN6 cells proliferation, ATPlite luminescence, 48 h; cells starved in 0.2% serum; 100% = growth in 10% serum | AID 2380, 2010 | 0.29% of 330,000 active | proliferation, % at 10 µM;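 active = compounds whose signal lies at least 3.5 SD above the mean of all wells on their plate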;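 note: 0% = DMSO-treated cells in low-serum medium and 100% = 10% serum control; some compounds called inactive have numbers as strong as hits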
APJ agonist: agonists of human apelin receptor APJ, primary screen, CHO-K1 cells, PathHunter beta-arrestin, luminescence; activation, % at 20 µM; 0% DMSO wells, 100% apelin; 0.11% of 330,000 active; AID 2520, 2010; P35414;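 active = activation more than six SD over the plate average, tested at 20 µM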;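 note: 0% = DMSO alone and 100% = apelin-13 at 10 nM; some results filed as inactive read as strong as hits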
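Test system: CHO-K1 APJ beta-arrestin complementation cell line | Compound: Single test compound dose, 20 µM final, 1% DMSO | Incubation: Compound 90 min 25 °C, reagent 1 h | Measured by: beta-gal luminescence | Read-out basis: APJ–arrestin association signal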
tim10-1 inh: growth inhibitors of tim10-1 mutant yeast, primary screen, luminescence, uHTS; inhibition, % at 20 µM; 2.2% of 330,000 active; AID 463190, 2010; S. cerevisiae tim10-1 ts strain growth, BacTiter-Glo, 24 h;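 active = inhibition of at least 40%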;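 note: mutant grown at 25 °C; 0% = DMSO wells with yeast and 100% = wells holding no yeast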
* = called active by the depositor.

SMILES | TIM10 inh | MPTP inh | APJ antagonist | tim23-1 inh | NLRP3 yeast inh | GRIN3A LBD mod | beta cell repl | APJ agonist | tim10-1 inh
Cn1c(N)c(C(=O)COC(=O)C2CCCN2C(=O)c2cccs2)c(=O)n(C)c1=O (stereo unspecified) | 0 | -3.0 | 6 | 4 | 10 | 2 | 1 | 1 | -3
O=C(O)c1cc(-c2ccc(N3CCOCC3)cc2)nn1-c1ccc(F)cc1 | 22 | 0.5 | -7 | 12 | -11 | -1 | -3 | -6 | 4
Cc1ccc(C(C(=O)NC2CCCC2)N(Cc2cccs2)C(=O)CNC(=O)c2cccs2)o1 (stereo unspecified) | 28 | -2.7 | 11 | 3 | 14 | -1 | 1 | -4 | 20
Cn1c(SCC(=O)c2ccc3c(c2)OCCO3)nnc1C(F)(F)F | 12 | 1.8 | 11 | 15 | 21 | 0 | -2 | -3 | 10
COc1cc(C(C(=O)NCC2CCCO2)N(C(=O)Cn2nnc3ccccc32)c2ccc(OC)c(OC)c2)ccc1O (stereo unspecified) | 11 | -0.6 | 9 | 1 | 3 | 0 | 0 | -1 | -12
O=C(c1cnn2ccccc12)N1CCN(C2CCCCC2)CC1 | -3 | 0.9 | -3 | 7 | 13 | 0 | 3 | -3 | 19
CC(=O)[C@@H]1[C@@H]2C(=O)N(Cc3ccccc3)C(=O)[C@@H]2C2c3ccccc3C=CN21 (stereo partly specified) | 27 | -3.2 | -1 | 16 | 8 | 1 | -5 | -2 | 22
CN1c2ccccc2C(C)(C)C12CC(CCl)=NO2 (stereo unspecified) | 6 | -0.6 | -24 | -18 | 9 | -1 | -3 | 1 | 15
Cc1cc(=O)oc2c3c(cc(OCC(=O)NC(Cc4ccc(Cl)cc4)C(=O)O)c12)OC(C)(C)CC3 (stereo unspecified) | 12 | 4.2 | 18 | 20 | 7 | -2 | -4 | -4 | 19
CO/N=C/CC(=O)c1ccc(OC)cc1 | 5 | 2.5 | 15 | 13 | -2 | -1 | -1 | -2 | 24
Cc1cccc(C(=O)NCC(=O)NCC2COc3ccccc3O2)c1 (stereo unspecified) | 17 | -0.5 | 16 | 20 | 21 | 0 | 0 | -1 | 11
CN1CCN(C2=Cc3ccccc3Sc3cc(F)ccc32)CC1 | 16 | 98* | 8 | -28 | -4 | 0 | -3 | -2 | 30
CC1(C)Cc2c(c(=S)nc(-c3ccccc3)n2CCCN2CCOCC2)CO1 | -1 | -0.3 | 11 | 8 | 8 | -2 | -1 | -2 | 16
COc1ccc(-c2csc(N(CC3CCCO3)C(=O)c3ccccc3)n2)cc1 (stereo unspecified) | 7 | 3.2 | -6 | 7 | 30 | 0 | 0 | -2 | 20
O=C(CSc1nncs1)NCc1ccc2c(c1)OCO2 | -6 | -0.1 | 4 | -1 | -3 | 1 | 0 | -2 | 7
CC(C)=NNc1nc2c(c(=O)n(C)c(=O)n2C)n1CCc1ccccc1 | 14 | -1.0 | -28 | 18 | 2 | 0 | -4 | 2 | 24
O=C(CCC(=O)N1CCN(c2ccccn2)CC1)Nc1nnc(C(F)(F)F)s1 | 22 | 2.5 | 8 | 10 | 20 | 3 | -3 | -1 | 30
CN1CCC2(CC1)Nc1nc(SCc3ccc(Cl)cc3)nn1C1=C2CN(C)CC1 | -2 | 63* | 11 | -1 | 28 | 0 | -4 | -6 | -14
COc1ccc(CCn2c(C)cc3c(c2=O)C(c2ccc4c(c2)OCO4)C(C#N)=C(N)O3)cc1OC (stereo unspecified) | 11 | -16 | 8 | 7 | 1 | -2 | 7 | 3 | -6
CC1CCN(C(=O)CCCC(=O)N2CCC(C)CC2)CC1 | -1 | 0.8 | 12 | 10 | -1 | 2 | 1 | 4 | 0
O=C(CSc1nc2[nH]ncc2c(=O)[nH]1)Nc1ccc(OC(F)(F)F)cc1 | -4 | 0.3 | 5 | -1 | 10 | -4 | -4 | -3 | -6
CCCN(CC(=O)Nc1ccc(C(C)=O)cc1)CC(=O)Nc1ccccc1C | 9 | 2.5 | -1 | 2 | 5 | -1 | -3 | -2 | 32
C/C(CC(=O)N(C(C)C)C(C)C)=N\NC(=O)COc1ccc(Cl)cc1Cl | -13 | 0.5 | -18 | 22 | 13 | -1 | -2 | -1 | 5
Cc1csc(NC(=O)CSc2ncnc3ccccc23)n1 | 4 | 1.5 | -10 | 14 | 28 | 0 | 7 | -5 | -9
Cc1ccccc1Cn1c(=O)c2c(nc3n2CCCN3Cc2ccccc2)n(C)c1=O | 17 | -1.2 | 12 | 35 | 26 | 0 | -2 | -1 | 18
Cn1nc(-c2ccccc2)c(CSc2ccccc2Cl)c1Cl | -14 | -0.2 | 2 | -10 | 12 | 1 | -3 | -1 | -21
COc1ccc(C(Nc2ccc(S(=O)(=O)NCC3CCCO3)cc2)C(=O)NC(C)(C)C)cc1OC (stereo unspecified) | 6 | -1.0 | 0 | 0 | -8 | -2 | 1 | 0 | 1
CC(=O)c1ccc(NC(=S)NCc2ccc(Cl)cc2Cl)cc1 | -3 | 95* | 17 | -14 | 23 | 16* | -7 | -2 | -14
COc1ccc(NC(=S)NCCc2ccc(S(N)(=O)=O)cc2)c(OC)c1 | 13 | -0.6 | 4 | 0 | 25 | 0 | 0 | 0 | -2
CN(C)c1ccc(C(=O)OCC(=O)NCC2CCCO2)cc1 (stereo unspecified) | 0 | 0.9 | 13 | 0 | 9 | 0 | -1 | -4 | 12

One compound at a time, as listed above. Screens in order: TIM10 inh | MPTP inh | APJ antagonist | tim23-1 inh | NLRP3 yeast inh | GRIN3A LBD mod | beta cell repl | APJ agonist | tim10-1 inh
`O=C(CSc1nc2[nH]ncc2c(=O)[nH]1)Nc1ccc(OC(F)(F)F)cc1` as listed: -4 | 0.3 | 5 | -1 | 10 | -4 | -4 | -3 | -6
`C/C(CC(=O)N(C(C)C)C(C)C)=N\NC(=O)COc1ccc(Cl)cc1Cl` as listed: -13 | 0.5 | -18 | 22 | 13 | -1 | -2 | -1 | 5
`Cc1ccccc1Cn1c(=O)c2c(nc3n2CCCN3Cc2ccccc2)n(C)c1=O` as listed: 17 | -1.2 | 12 | 35 | 26 | 0 | -2 | -1 | 18
`CN(C)c1ccc(C(=O)OCC(=O)NCC2CCCO2)cc1` (stereo unspecified) as listed: 0 | 0.9 | 13 | 0 | 9 | 0 | -1 | -4 | 12
`Cn1nc(-c2ccccc2)c(CSc2ccccc2Cl)c1Cl` as listed: -14 | -0.2 | 2 | -10 | 12 | 1 | -3 | -1 | -21

Next part.
SMILES | TIM10 inh | MPTP inh | APJ antagonist | tim23-1 inh | NLRP3 yeast inh | GRIN3A LBD mod | beta cell repl | APJ agonist | tim10-1 inh
COc1ccc(C(CCN2CCCC(C)C2)c2c(OC)cc(OC)c3c(-c4ccccc4)cc(=O)oc23)cc1 (stereo unspecified) | 4 | 4.2 | 19 | 7 | 18 | 1 | -8 | 10 | 3
COC(=O)c1cn(NC(=O)c2cc([N+](=O)[O-])ccc2F)c(=O)c2ccccc12 | 27 | -0.7 | -34 | 42 | -15 | -1 | -5 | 6 | 36
Cc1ccc2c(c1)/C(=C/c1ccccc1)C(=O)N2 | 49* | 0.3 | 6 | 24 | 25 | -8 | -6 | -5 | 55*
CC(C)CN(C(=O)CSc1n[nH]c(-c2cccs2)n1)C1CCS(=O)(=O)C1 (stereo unspecified) | -10 | -0.4 | 8 | -6 | 18 | 0 | 1 | -1 | -13
O=C(NC1CCCCC1)C1CC(=O)N(c2cccc([N+](=O)[O-])c2)C1 (stereo unspecified) | 5 | -1.1 | 5 | 0 | 6 | -2 | 1 | -3 | 1
COc1ccc(CC(=O)NCC(=O)N/N=C/c2sccc2C)cc1 | -2 | 0.2 | 10 | -24 | 16 | 0 | -1 | -1 | -11
O=Cc1ccccc1OCCN1CCCC1=O | -6 | 0.5 | -6 | 22 | -6 | 0 | -4 | -1 | 24
Nc1ncc(Br)cc1S(=O)(=O)NCCC(=O)NCc1ccc(F)cc1 | -12 | -1.0 | -4 | -10 | -6 | -1 | -1 | -3 | 7
Nc1[nH]n2c(=O)c3c(nc2c1N=Nc1ccc(Cl)cc1)CCCC3 | 6 | 4.8 | 18 | 20 | 36 | 2 | -3 | -4 | 17
O=C(CN1CCCCC1)N/N=C/c1ccccc1Br | -12 | 0.1 | -8 | -2 | 16 | 0 | -2 | -6 | -17
OCc1nnc2c3ccccc3c(-c3ccccc3)nn12 | -2 | 0.0 | 21 | -3 | 12 | 0 | 1 | -5 | 2
O=C(Nc1cccc(C(=O)O)c1)/C(=C\c1ccc2c(c1)OCO2)NC(=O)c1ccc(Br)o1 | -18 | -1.0 | -15 | 11 | 4 | -2 | 1 | -2 | 20
O=C(NCC(c1ccco1)N1CCCC1)c1cc2ccccc2s1 (stereo unspecified) | -5 | 1.0 | 0 | 11 | 8 | 0 | 0 | -3 | -16
CC(=O)Nc1ccc(C(=O)/C=C/c2ccc[nH]2)cc1 | -4 | 1.9 | -9 | -11 | 14 | 19* | -2 | -2 | -13
Cc1cc(C(=O)Nc2ccccc2N2CCOCC2)c(C)o1 | 23 | 1.3 | 11 | 14 | 18 | -1 | 5 | 0 | 22
Cc1ccc(NC(=O)CCOc2ccccc2C)cc1C | 8 | 0.5 | 9 | 28 | 37 | 1 | 0 | -2 | 23
N#CC1=C(N)N(c2ncn[nH]2)C2=C(C(=O)CCC2)C1c1ccccc1 (stereo unspecified) | 18 | 0.5 | -27 | 13 | 15 | -1 | -1 | -5 | 17
Cc1cc(NC(=O)CN(C)CCOc2ccccc2)ccc1Br | 9 | 1.6 | 10 | 7 | 22 | -15 | -4 | -2 | 36
CCOc1ccc(S(=O)(=O)N2CCCCC2)cc1NC(=O)CC1OC(=O)c2ccccc21 (stereo unspecified) | -1 | -0.8 | 4 | -6 | 1 | 1 | 2 | -5 | -2
CCN(CC)c1ccc(NC(=O)/C=C/c2cc(Br)ccc2OC)cc1 | 10 | 1.7 | 5 | 22 | 13 | -2 | -3 | -3 | -40
C#CCOC(=O)CCCC(=O)Nc1ccccc1OC | 0 | 0.5 | -3 | 5 | 10 | -1 | -3 | 0 | 10
CCOc1ccc(C(C(=O)NC2CCCCC2)N(C(=O)c2ccco2)c2ccc(-n3cnnn3)c(C)c2)cc1 (stereo unspecified) | 23 | -5.8 | -21 | 1 | 11 | -2 | 1 | -5 | 1
Cc1ccc(C(=O)CC(C(=O)O)P(=O)(c2ccccc2)c2ccccc2)cc1 (stereo unspecified) | -1 | -0.3 | 4 | -2 | 9 | -3 | -1 | -2 | 2
O=C(Nc1ccc2c(c1)OCO2)N1CCN(c2ncccn2)CC1 | -4 | 0.2 | -3 | 11 | 2 | 2 | -1 | -4 | 3
Cc1ccc(-c2nc3ncccc3o2)cc1NC(=S)NC(=O)c1ccco1 | 6 | 2.7 | 24 | -2 | 22 | -12 | 1 | -5 | 14
Cc1ccccc1-c1nc2ccccc2c(=O)n1/N=C/c1ccc([N+](=O)[O-])cc1 | -20 | 0.5 | -23 | -6 | 1 | -2 | -4 | -7 | 7
C/C(CC(=O)Nc1ccc(Cl)cc1)=N\NC(=O)C(=O)N1CCCCC1 | -11 | -0.6 | -8 | 21 | -2 | 1 | -1 | 0 | 6
CCCNC(=O)c1csc(Nc2cccc3ccccc23)n1 | 2 | 0.5 | -19 | 28 | 4 | 0 | -1 | -3 | 14
